# Source: PubChem (several laboratories)
# TPT1 inh: inhibitors of Candida albicans tRNA 2'-phosphotransferase TPT1; recombinant caTPT1, FP RNA substrate dephosphorylation; inhibition, % at 5 µM; hit rate 0.81% among 300,000; AID 1962;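 active = inhibition above the mean of all tested compounds plus 3 SD, set per screening campaign, cut at about 24% in these data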;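 also: plate controls were DMSO alone for no effect and ferristatin control at 100 nM for full effect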
# Fh CTSL1 inh: blocks F. hepatica cathepsin L1 in PFM18AAP counter-screen. recombinant F. hepatica cathepsin L1, Z-Leu-Arg-MCA fluorescence. inhibition, % at 5.96 µM. hit rate 0.49% among 300,000. AID 1906;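 active = inhibition above the mean of all tested compounds plus 3 SD, set per screening campaign, cut at about 17% in these data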;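 also: 0% = plate median of test compound wells and 100% = 1 µM Z-Phe-Ala-diazomethylketone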
# EBNA-1 inh: blocks EBNA-1 binding to DNA; hit rate 0.34% among 300,000; EBNA-1 DNA binding, fluorescence polarization; inhibition, % at 14.8 µM; in the data active = inhibition above about 28%
# HCV core dimer: HCV core protein dimerization inhibition; TR-FRET GST/Flag-core106 dimerization, 1536-well; inhibition, % at 5 µM; hit rate 0.33% among 300,000; AID 1899;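 active = inhibition above the mean of all tested compounds plus 3 SD, set per screening campaign, cut at about 45% in these data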
#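 System: GST/Flag-tagged HCV core106 proteins. Incubation: compound-protein-antibody incubation 4 h at 22.5 °C. Technique: HTRF with 340 nm excitation, 617/671 nm emission. Medium: KF-containing HEPES buffer, pH 7.45, DTT, CHAPS, BSA. Read-out: inhibition (%) from 671 over 617 nm ratio. Also added: Eu(K)-anti-GST 90 ng/mL plus XL665-anti-Flag 1 µg/mL.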
# PP5 inh: blocks human protein phosphatase 5 activity; P53041; purified PP5c, OMFP substrate fluorescence; inhibition, % at 6.7 µM; hit rate 0.18% among 320,000;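 active = inhibition above the campaign's mean inhibition across all tested compounds plus 3 SD, cut at about 9.5% in these data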;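 also: 0% = DMSO only and 100% = 100 µM cantharidin control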
# ZTA DNA inh: counter-screen for EBNA-1 inhibitors: inhibitors of Epstein-Barr virus ZTA. P03206. AID 2234. ZTA-DNA binding, fluorescence polarization. inhibition, % at 11 µM. hit rate 0.15% among 320,000; in the data active = inhibition above about 33%
# Target sequence (P03206 whole entry, looked up): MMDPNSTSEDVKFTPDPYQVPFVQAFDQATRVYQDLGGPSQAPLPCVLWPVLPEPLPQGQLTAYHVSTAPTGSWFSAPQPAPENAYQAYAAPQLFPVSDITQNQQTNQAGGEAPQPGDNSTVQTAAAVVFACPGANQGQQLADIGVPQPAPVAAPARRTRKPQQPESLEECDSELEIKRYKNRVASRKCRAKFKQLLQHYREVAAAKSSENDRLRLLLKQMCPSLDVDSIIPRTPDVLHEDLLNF
# PP1 inh: PP1-alpha (human) inhibition in PP5 counter-screen; inhibition, % at 6.7 µM; purified PP1alpha, OMFP fluorescence; AID 2235; hit rate 0.9% among 320,000; P62136;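 active = inhibition above the mean inhibition of all tested compounds plus 3 SD, computed separately for each screening campaign, cut at about 15% in these data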
# PREPL inh: inhibitors of human prolyl oligopeptidase-like enzyme PREPL. Q4J6C6. recombinant PREPL, fluorescence polarization activity-based probe. inhibition, % at 5.96 µM. hit rate 0.68% among 320,000. AID 2751; in the data active = inhibition above about 43%;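 also: 0% = enzyme with DMSO and 100% = wells lacking enzyme; many of its hits are not listed in these tables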
# Target sequence (Q4J6C6 whole entry, looked up): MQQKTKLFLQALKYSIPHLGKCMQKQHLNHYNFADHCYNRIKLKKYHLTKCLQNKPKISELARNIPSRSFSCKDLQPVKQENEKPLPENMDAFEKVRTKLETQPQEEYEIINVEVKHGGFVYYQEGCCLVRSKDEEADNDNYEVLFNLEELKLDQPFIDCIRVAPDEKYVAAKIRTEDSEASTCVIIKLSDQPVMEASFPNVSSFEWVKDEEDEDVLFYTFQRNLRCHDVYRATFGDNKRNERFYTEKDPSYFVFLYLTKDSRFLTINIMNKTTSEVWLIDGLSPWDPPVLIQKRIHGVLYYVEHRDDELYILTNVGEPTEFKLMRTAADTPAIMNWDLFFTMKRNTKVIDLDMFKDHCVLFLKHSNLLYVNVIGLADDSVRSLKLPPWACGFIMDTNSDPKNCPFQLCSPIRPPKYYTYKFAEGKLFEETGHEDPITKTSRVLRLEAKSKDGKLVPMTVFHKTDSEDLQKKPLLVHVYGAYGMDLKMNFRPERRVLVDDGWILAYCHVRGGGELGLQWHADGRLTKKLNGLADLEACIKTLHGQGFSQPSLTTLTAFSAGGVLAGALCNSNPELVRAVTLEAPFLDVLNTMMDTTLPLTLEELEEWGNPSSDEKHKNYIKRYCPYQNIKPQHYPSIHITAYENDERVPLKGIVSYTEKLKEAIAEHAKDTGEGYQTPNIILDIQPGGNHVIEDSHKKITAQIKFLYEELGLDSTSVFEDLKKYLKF
# Efflux pump mplx: antifungal efflux pump inhibition, Nile Red retention. S. cerevisiae Candida pump triplex. hit rate 0.44% among 330,000. inhibition, % at 10 µM;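 active = plate passing quality check with inhibition over a set limit, or well fluorescence over plate mean plus 4 SD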;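 also: Nile Red retained in pooled yeast measured as flow cytometry median fluorescence; 0% = buffer negative control and 100% = Enniatin B positive control; higher means more Nile Red kept so more efflux inhibition; some compounds called inactive have numbers as strong as hits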
# Numbers without * were called inactive; . = no result given. Not all compounds are listed. The share of hits here may be higher or lower than overall.
SMILES,TPT1 inh,Fh CTSL1 inh,EBNA-1 inh,HCV core dimer,PP5 inh,ZTA DNA inh,PP1 inh,PREPL inh,Efflux pump mplx
C#CC(=O)N(c1cccc(OC)c1)C(C(=O)NC1CCCC1)c1cccs1 (centres undefined),-3,11,6,2,0.4,-10,5,-1,0.0
CCCn1c(SCC(=O)NC2CCCCC2C)n[nH]c1=O (centres undefined),-1,-3,-4,-12,-1.6,4,-4,8,-0.1
CCOC(=O)CN1NC2(CCC(C)CC2)NC1=S (centres undefined),-5,-1,-13,3,3.1,-3,4,9,0.2
CCOCCCNC(=O)C1CCN(c2cc(C)nc3c(-c4ccc(OC)c(OC)c4)c(C)nn23)CC1,2,0,-2,-4,2.0,-23,-2,19,-0.1
O=C(Nc1sc2c(c1C(=O)O)CCCC2)C(=O)N1CCOCC1,4,1,2,14,-0.9,24,-3,0,0.0
Cc1n(-c2ccccc2)c2ccc(Cl)cc2[n+]1CCO,-1,-3,10,0,1.5,3,-3,6,-0.1
Cc1cccc(C)c1OCc1nnc(SCC(=O)Nc2ccccc2F)o1,1,12,10,-1,0.9,6,-3,6,0.2
Cc1c(CC(=O)NCCCC(=O)O)c(=O)oc2cc3occ(-c4ccccc4)c3cc12,-2,0,0,10,1.6,18,6,-4,-0.1
Clc1ccc(CSc2nnc3c(n2)[nH]c2ccccc23)cc1,-5,5,8,22,2.5,-9,1,20,0.3
COc1ccccc1CNC(=O)CN(C)S(=O)(=O)c1ccc2c(c1)c(=O)n(C)c(=O)n2C,-2,-1,2,1,-3.6,2,-5,-2,0.2
Cc1ccc(S(=O)(=O)N2CCCCC2)cc1C(=O)c1nccn1C,1,2,-7,-2,1.8,-4,-1,3,0.1
Cc1ccc([N+](=O)[O-])cc1NC(=O)c1c(-c2ccccc2)noc1C,0,4,5,4,-1.1,18,-2,-1,-0.1
CC(=O)c1c(N2CCN(c3ccc(F)cc3)CC2)nc(=S)n(Cc2ccccc2)c1C,-1,0,7,8,1.4,2,9,35,0.0
COc1ccc(SC[C@H](CC(C)C)N2CCN(C)CCC2=O)cc1,3,-2,2,2,0.2,16,-6,-4,-0.1
CCn1c(=O)c2c3c(sc2n2cnnc12)CCC3,4,-4,-19,-1,0.6,2,2,15,0.0
NC(=O)Nc1cccc2ccccc12,-1,-4,-6,-5,0.5,-3,-2,0,0.1
N#C/C(=C(/O)c1ccc([N+](=O)[O-])cc1)c1nnc2n1CCCCC2,-3,-1,0,-3,0.8,0,1,-8,-0.1
O=C(CSc1nc2ccccc2c(=O)[nH]1)c1cccs1,-2,4,8,0,-1.2,1,1,12,-0.1
O=C(NCc1ccccc1)c1cc(S(=O)(=O)N2CCCCC2)ccc1N1CCOCC1,2,6,1,-2,0.2,-19,-4,-6,-0.1
COc1ccc(S(=O)(=O)N2CCCCC2)cc1C(=O)N1CCCCCC1,1,-6,-6,6,-0.1,-7,5,0,-1.0
Cc1onc(-c2ccccc2)c1C(=O)NNC(=S)NC(=O)c1ccc2c(c1)OCO2,3,1,-16,0,1.2,1,11,26,0.0
C/C=C/c1ccccc1OCc1ccc(C(=O)OC)o1,-6,-1,-5,2,1.9,-17,-2,-16,-0.1
CCC1(C)OC(=O)N2CCc3c(C)[nH]c4c(C)ccc(c34)C21C (centres undefined),3,0,18,-6,-3.5,11,-4,-7,0.0
COCc1cc(C)n(CC(=O)OC)c(=O)c1C#N,-1,-2,-7,0,4.1,2,-3,-1,-0.1
COC(=O)c1scc(C)c1NC(=O)c1cccc(C#N)c1,-3,-11,-1,-4,-0.2,5,-4,-7,-0.1
# Next part.
SMILES,TPT1 inh,Fh CTSL1 inh,EBNA-1 inh,HCV core dimer,PP5 inh,ZTA DNA inh,PP1 inh,PREPL inh,Efflux pump mplx
CC(NC(=O)Cc1ccsc1)c1ccc(F)cc1 (centres undefined),5,-3,3,-5,-1.3,-3,-3,-6,0.0
CCc1c(C)nc(SC(C(=O)O)c2ccccc2)c(C#N)c1C (centres undefined),-2,-1,4,-9,-1.1,-9,-2,1,0.4
Cc1c(Cl)cccc1NC(=O)COC(=O)c1ccc(CN2CCCC2=O)cc1,.,.,.,.,-0.2,11,-4,16,0.1
COc1ccc2oc(N)c(C=O)c(=O)c2c1,-2,-3,3,0,-1.5,0,-3,15,0.1
CCOC(=O)NC(O)C(=O)c1cccs1 (centres undefined),0,0,4,-2,-1.7,1,-1,-2,-0.1
Cc1ccc2c(c1)C(O)(CC(=O)/C=C/C=C/c1ccccc1)C(=O)N2 (centres undefined),1,21*,0,2,-1.6,5,-1,-38,-0.1
COC(=O)c1scc(C)c1NC(=O)Nc1ccccc1,-1,0,-3,-9,-0.7,-13,0,0,-0.1
Cc1nnc(SCC(=O)NNC(=O)c2ccco2)n1-c1cccc(Cl)c1,-1,-3,-14,10,-0.9,0,-4,11,0.2
O=C(NC(NC(=S)Nc1c(Cl)cccc1Cl)C(Cl)(Cl)Cl)OCc1ccccc1 (centres undefined),-7,-4,-4,12,1.5,-3,10,-7,0.3
Cc1ccc(OC(=O)NC2CCS(=O)(=O)C2)cc1C (centres undefined),-2,0,16,-4,0.4,-3,-2,3,0.0
O=C(Nc1ccc2c(c1)OCO2)N1CCN(Cc2ccco2)CC1,1,0,8,6,4.1,-12,1,-4,-0.1
CC(/C=C/c1ccc2c(c1)OCO2)=N/NC(=O)C1COc2ccccc2O1 (centres undefined),0,7,-1,-2,1.4,16,2,14,0.0
CN(C)c1ccc(NC(=O)c2sc(SCC(=O)Nc3nccs3)nc2N)cc1,-1,0,5,-18,4.0,-26,-2,31,0.0
O=C(NCC(=O)N(Cc1ccc(F)cc1)C(C(=O)NCC1CCCO1)c1ccccc1)c1ccco1 (centres undefined),-1,-3,-2,-3,1.6,0,3,-4,0.1
COC(=O)c1sccc1NC(=O)c1ccc(Br)s1,1,3,5,-5,3.9,-1,1,0,-0.1
COC(CN(C)S(=O)(=O)c1cc2c3c(c1)CCC(=O)N3CCC2)OC,1,0,-5,5,0.0,-6,1,6,-0.1
CC1CCC(=O)N(CCOc2ccccc2)CC1 (centres undefined),0,-2,0,-7,3.0,-2,2,-7,0.1
CCc1c(C)nc(SCC(=O)N2CCN(c3ccccc3)CC2)[nH]c1=O,2,5,-6,-8,-0.5,-13,3,36,-0.1
COc1cccc(C(C)NC(=O)Nc2ccccc2Cl)c1 (centres undefined),-3,-3,-7,-6,3.9,-25,2,12,-0.1
CC(=O)N/C(=C\c1ccccc1)C(=O)OCC(=O)N(CC(C)C)c1c(N)n(Cc2ccccc2)c(=O)[nH]c1=O,-2,10,-12,-4,1.8,-20,1,13,0.3
COC(=O)CNC(=O)c1ccc(NS(=O)(=O)c2cc([N+](=O)[O-])ccc2Cl)cc1,0,-1,7,-1,-1.5,-3,-2,0,0.0
COc1ccccc1OCCSc1ncnc2nc[nH]c12,-4,-4,-6,-5,2.9,6,-1,-6,0.1
CN1C(=O)NC(c2ccccc2[N+](=O)[O-])C2=C1CC(C)(C)CC2=O (centres undefined),-4,-2,12,4,0.0,6,-3,-3,-0.1
Cn1c(CN2CCN(CC#N)CC2)c(C#N)c2ccccc21,-2,-3,11,0,0.2,14,-5,-13,0.0
Cc1ccccc1NC(=S)Nc1ccc2[nH]c(=O)[nH]c2c1,-1,-1,-15,-3,-0.5,-7,0,-3,0.1

# Brought forward from above: three compounds; new compounds follow.
SMILES,TPT1 inh,Fh CTSL1 inh,EBNA-1 inh,HCV core dimer,PP5 inh,ZTA DNA inh,PP1 inh,PREPL inh,Efflux pump mplx
CN1C(=O)NC(c2ccccc2[N+](=O)[O-])C2=C1CC(C)(C)CC2=O (centres undefined),-4,-2,12,4,0.0,6,-3,-3,-0.1
Cn1c(CN2CCN(CC#N)CC2)c(C#N)c2ccccc21,-2,-3,11,0,0.2,14,-5,-13,0.0
Cc1ccccc1NC(=S)Nc1ccc2[nH]c(=O)[nH]c2c1,-1,-1,-15,-3,-0.5,-7,0,-3,0.1
COc1cc(CCC(=O)OCC(=O)N(CCC#N)c2ccccc2)cc(OC)c1OC,3,-8,-9,0,2.3,-17,1,10,-0.1
CCc1ccc(Nc2c([N+](=O)[O-])c(=O)oc3ccccc23)cc1,2,2,-1,5,-0.1,2,-1,5,0.1
Cc1cccc(OCC(=O)NCC(=O)n2nc(C)cc2C)c1,-2,-4,-14,1,0.3,-5,0,10,0.1
Clc1ccc(-c2nc3ccccn3c2CN2CCCCC2)cc1,-4,0,2,6,0.8,2,-3,16,-0.1
COc1cc(/C=C/C(=O)O)cc(OC)c1,-2,3,5,6,1.0,-3,-2,-1,-0.2
Cc1c(Cl)cnc(NC(=O)COC(=O)c2ccc(S(=O)(=O)NCc3ccco3)cc2)c1Cl,-1,-4,8,34,1.3,-4,-2,14,0.0
Cc1ccc(C(=O)Nn2c(N)c(S(=O)(=O)c3ccc(C)cc3)c3nc4ccccc4nc32)cc1,3,3,-2,4,-0.5,-6,2,19,0.0
COC(=O)c1sc2nc(SCC(=O)N(C)c3ccccc3)n(N)c(=O)c2c1C,0,-6,-3,0,2.0,0,7,-2,0.0
c1ccc2[nH]c(CN3CCCCC3)nc2c1,1,4,2,5,1.3,4,0,8,0.1
O=S(=O)(NCC1OCCc2ccccc21)c1ccccc1 (centres undefined),-2,2,3,-3,0.6,-8,0,-2,-0.1
COc1ccc2oc(C(=O)N(C)CCOc3ccc(Cl)cc3)c(C)c2c1,3,0,8,5,5.6,-2,6,-36,0.4
COc1ccc(C2C3=C(CC(C)(C)CC3=O)Oc3ncn(CCO)c(=N)c32)cc1OC (centres undefined),0,-2,2,-4,1.9,-5,-2,-3,0.0
O=C(Cn1cnc2c(oc3nc4c(cc32)CCCC4)c1=O)Nc1cccc(Cl)c1,8,1,9,11,0.8,-9,3,-11,0.1
O=C1C2CCCCN2C(=O)N1CCN1CCN(c2ccc([N+](=O)[O-])cc2)CC1 (centres undefined),2,5,-6,2,0.2,0,-3,26,0.1
O=c1[nH]c2ccccc2cc1CN(CC1CCCO1)S(=O)(=O)c1ccc(Cl)cc1 (centres undefined),1,-4,-3,-4,1.0,-8,4,0,0.0
c1cnc(Nc2nc(-c3ccc4ccccc4c3)cs2)nc1,-1,0,7,10,0.6,-1,2,3,0.8*
COc1ccc(N=NC2=C(O)CC(C)(C)CC2=O)cc1,14,2,15,-3,2.5,-2,-1,6,-0.1
Cc1cccc(C(=O)NNS(=O)(=O)c2ccccc2[N+](=O)[O-])c1,-3,5,10,-9,-0.2,-1,-1,-2,0.0
Cc1nc(NC(=O)CSC2=NCCS2)sc1C(=O)N(C)C,2,0,-2,-7,-0.6,0,0,-2,0.0
CC1CCN(c2cc(N3CCC(C)CC3)c([N+](=O)[O-])cc2/C=C(\C#N)c2nn(-c3ccccc3)c(N)c2C#N)CC1,4,-1,-7,19,2.2,-13,-4,14,0.2
CC(C)CCN(C)C1CCN(S(=O)(=O)c2cccc(C(F)(F)F)c2)CC1,-4,-1,-5,-2,-0.9,-10,0,6,0.1
Cc1ccc(NC(=O)NNC(=O)C2CCN(Cc3ccc(F)cc3Cl)CC2)cc1,-2,1,11,-7,-0.6,-10,-3,18,0.0

# Not a retest: two of the compounds above.
SMILES,TPT1 inh,Fh CTSL1 inh,EBNA-1 inh,HCV core dimer,PP5 inh,ZTA DNA inh,PP1 inh,PREPL inh,Efflux pump mplx
CC(C)CCN(C)C1CCN(S(=O)(=O)c2cccc(C(F)(F)F)c2)CC1,-4,-1,-5,-2,-0.9,-10,0,6,0.1
Cc1ccc(NC(=O)NNC(=O)C2CCN(Cc3ccc(F)cc3Cl)CC2)cc1,-2,1,11,-7,-0.6,-10,-3,18,0.0
